Screening results deposited in PubChem by National Center for Advancing Translational Sciences (NCATS).
JMJD2A Tudor inh: blocks the human JMJD2A Tudor domain; Potency, µM (highest dose often 114 µM), without a hit: top-dose activity change, negative = inhibition, usual class: inhibitors; O75164; AlphaScreen JMJD2A-Tudor / H3K4me3 peptide binding; hit rate 4.4% among 390,000; also: % is scaled to controls: 0 for no effect and ±100 for the full control effect; nearly all actives have a fitted effect of over 50% in size
BAZ2B block: blocks human BAZ2B. hit rate 4.4% among 360,000. AID 504333. AlphaScreen BAZ2B-H3K14Ac peptide displacement. Potency, µM (series often up to 114 µM), inactives show top-dose activity change, negative = inhibition, usual class: inhibitors. Q9UIF8; also: % is scaled to controls: 0 for no effect and ±100 for the full control effect; nearly all actives have a fitted effect of over 60% in size
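BAZ2B 50 nM plus b-H3(5-23)K14Ac 50 nM, PBS pH 7.4/0.01% Tween-20, 30 min RT; compound added (max 110 uM), 30 min RT; streptavidin donor/Ni-chelate acceptor beads 10 ug/mL final, 20 min dark; AlphaScreen read.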
Pin1 inh: human Pin1 inhibition; Q13526; Pin1 FP peptide displacement, HiFluor488, 10 min; hit rate 0.009% among 390,000; Potency, µM (doses to about 115 µM), for the others: at the highest dose activity, negative = inhibition, usual class: inhibitors; AID 504891; active = well fitted inhibition curve with a large enough effect in the polarisation, with a control signal flat, not every such curve was filed as active; inconclusive = small, poorly fitted or top-dose-only effect, or effect the other way, or a change in a side signal; inactive = no such curve, though single readings can be large or run the other way; the % refers to the polarisation; also: % is scaled to controls: 0 for no effect and ±100 for the full control effect
GLS inh: blocks human kidney-isoform glutaminase activity. GLS enzymatic activity, qHTS titration. O94925. hit rate 0.21% among 410,000. Potency, µM (top dose mostly 45.5 µM), for inactives: at the highest dose activity change, negative = inhibition, actives largely listed as inhibitors; also: % is scaled to controls: 0 for no effect and ±100 for the full control effect
Target sequence (O94925 whole entry, looked up, canonical isoform): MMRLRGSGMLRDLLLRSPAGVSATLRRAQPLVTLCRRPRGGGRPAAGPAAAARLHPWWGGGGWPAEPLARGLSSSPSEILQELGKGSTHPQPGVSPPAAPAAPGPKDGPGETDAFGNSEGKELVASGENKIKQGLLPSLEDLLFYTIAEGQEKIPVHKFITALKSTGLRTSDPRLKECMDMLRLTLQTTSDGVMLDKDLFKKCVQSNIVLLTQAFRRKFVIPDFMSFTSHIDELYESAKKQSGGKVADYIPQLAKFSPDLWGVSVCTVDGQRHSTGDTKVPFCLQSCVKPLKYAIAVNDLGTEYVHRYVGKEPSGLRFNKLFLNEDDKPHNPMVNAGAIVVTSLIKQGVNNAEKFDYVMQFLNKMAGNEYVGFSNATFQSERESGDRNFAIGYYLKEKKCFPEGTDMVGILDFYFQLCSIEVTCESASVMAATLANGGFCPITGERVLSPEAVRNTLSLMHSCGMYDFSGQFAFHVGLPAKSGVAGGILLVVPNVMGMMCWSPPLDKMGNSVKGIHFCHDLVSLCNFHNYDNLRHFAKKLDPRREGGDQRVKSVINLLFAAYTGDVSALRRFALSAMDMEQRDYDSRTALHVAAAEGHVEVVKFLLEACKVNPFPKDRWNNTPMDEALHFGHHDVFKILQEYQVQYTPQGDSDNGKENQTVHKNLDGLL
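Two-point fluorescence kinetic (t0, 30 min RT) for hKGA; glutamate detected via glutamate oxidase–HRP–Amplex Red. Substrate: 1 mM L-glutamine solution; buffer 45 mM KH2PO4, pH 8.2.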
Pol iota inh: DNA polymerase iota (human) inhibition; Pol iota fluorescent replication assay, 10 min; Q9UNA4; hit rate 1% among 390,000; Potency, µM (titrated, usually from 115 µM), for inactives: at the highest dose activity, negative = inhibition, hits mostly inhibitors
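Pol iota at 10 nM preincubated 15 min with compounds at room temperature; reaction started with fluorescent substrate, 50 nM final. Fluorescence read kinetically at 0 and 10 min; buffer-only wells as negative control.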
PGK inhibitor: inhibitors of T. brucei phosphoglycerate kinase; PGK/GAPDH coupled, Kinase-Glo luminescence, 60 min; hit rate 0.043% among 380,000; P07378; Potency, µM (doses to about 57.5 µM), inactives show at the highest dose activity change, negative = inhibition, actives largely listed as inhibitors; also: % is scaled to controls: 0 for no effect and ±100 for the full control effect; nearly all actives have a fitted effect of over 60% in size
Target sequence (P07378 whole entry, looked up): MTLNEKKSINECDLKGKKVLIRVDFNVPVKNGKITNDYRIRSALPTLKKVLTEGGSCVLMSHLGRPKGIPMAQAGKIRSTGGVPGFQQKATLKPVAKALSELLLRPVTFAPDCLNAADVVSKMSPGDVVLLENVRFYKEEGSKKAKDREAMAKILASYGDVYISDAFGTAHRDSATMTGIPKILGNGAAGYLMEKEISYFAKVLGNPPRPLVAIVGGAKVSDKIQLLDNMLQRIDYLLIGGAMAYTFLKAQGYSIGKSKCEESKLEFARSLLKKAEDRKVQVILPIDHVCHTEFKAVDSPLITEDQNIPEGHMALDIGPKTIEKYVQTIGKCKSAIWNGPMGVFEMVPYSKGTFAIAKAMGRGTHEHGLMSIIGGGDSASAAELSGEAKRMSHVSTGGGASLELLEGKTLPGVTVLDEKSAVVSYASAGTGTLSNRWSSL
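Recombinant glycosomal PGK reaction used 1,3-bisphosphoglycerate generated in-well by GAPDH (100nM final) in 100mM TEA pH 7.6, 5mM MgCl2, 0.01% Tween-20. After 60 minutes at room temperature, ATP was read by Kinase-Glo Plus luminescence end-point.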
HP1b chromo inh: blocks HP1-beta chromodomain binding to methylated histone tails; AlphaScreen HP1-beta / biotin-H3K9me3 peptide binding; Potency, µM (highest dose often 114 µM), without a hit: at the highest dose activity change, negative = inhibition, hits mostly inhibitors; hit rate 0.56% among 390,000; also: nearly all actives have a fitted effect of over 70% in size; inactives centre near 23
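AlphaScreen: HP1-beta (50 nM) preformed 30 min with biotin-H3(1-18)K9me3 peptide (50 nM) in PBS pH 7.4, 0.01% Tween-20. Compound added for 30 min at RT, then streptavidin donor/nickel chelate acceptor beads (10 ug/mL) for 30 min.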
BLM inh: blocks DNA unwinding by human BLM helicase | recombinant BLM DNA unwinding, fluorescence dequenching | hit rate 0.2% among 350,000 | Potency, µM (series often up to 56.1 µM), inactives show top-dose activity change, negative = inhibition, actives largely listed as inhibitors | P54132 | AID 2528;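 also: plate controls were vehicle for no effect and no enzyme for full effect; nearly all actives have a fitted effect of over 35% in size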
G9a inh: G9a (human) methyltransferase inhibition. Potency, µM (doses to about 102 µM), for inactives: top-dose activity, negative = inhibition, actives largely listed as inhibitors. hit rate 8.8% among 350,000. G9a H3K9 monomethylation, AlphaScreen, 2 h. Q96KQ7; also: % is scaled to controls: 0 for no effect and ±100 for the full control effect; nearly all actives have a fitted effect of over 75% in size
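Quantitative HTS format: methyltransferase activity on a biotin-tagged H3K9 peptide is measured by AlphaScreen, using a rabbit anti-monomethyl-H3K9 antibody with streptavidin donor and anti-IgG acceptor beads. Final levels are 20 nM enzyme, 500 nM peptide, 20 uM SAM; 2 h RT.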
The depositor's hits bear a star; i = inactive; ? = inconclusive; · = no result given; & = joins results of further samples; [ ] = remark or other dose. Unless noted, calls follow the shape of the dose curve; as a rule, active = well fitted curve in the direction sought with a large enough effect; inconclusive = small, poorly fitted or top-dose-only effect, or another doubt; inactive = no such curve, though single readings can be large; an effect the other way counts as inactive or inconclusive. Potency is read from the fitted curve at half-maximal effect. Some of the compounds tested. The share of hits here may be higher or lower than overall.

Structure	JMJD2A Tudor inh	BAZ2B block	Pin1 inh	GLS inh	Pol iota inh	PGK inhibitor	HP1b chromo inh	BLM inh	G9a inh
Cn1nc(-c2ccc(OCC(=O)N3CCN(Cc4ccccc4)CC3)cc2)c2ccccc2c1=O	?	-12%&1%	?	10%&4%	2%&2%	-3%&-6%	11%&23%	0%&3%	19%[59 µM]
CCN(CC)c1ccc(/C=C2/C(=O)NC(=O)N(Cc3ccco3)C2=O)cc1	?	40µM*	?	15%	22µM*	-6%	-14%	-1%	?
CC(=NCCN1CCOCC1)c1c(O)n(-c2ccccc2C)c(=O)[nH]c1=O	-14%	3%	-2%	-5%	16%	-8%	42%[activator]	-1%	24%[59 µM]
Clc1cccc(/C=N\Nc2nccs2)c1	-13%[11.4 µM]	-38%	10%	12%	?	-1%	-29%	-7%	-19%
O=C(CNC(=O)c1ccc(Br)cc1)Nc1ccc(Br)cc1C(=O)c1ccccc1	-24%	-4%	7%	-11%	11%	i	30%	-2%	-6%
Cc1ccc(CN2CCCN(Cc3ccccc3C)S2(=O)=O)cc1	87%[activator]	60%[activator]	6%	-1%	10%	-4%	173%[activator]	-8%	174%[activator]
CC1(C)CSC(=NCc2ccccc2)N1	-16%	-2%	1%	5%	?	-2%	22%	1%	6%
c1ccc(CNc2c3c(nc4ccccc24)CCC3)cc1	-20%	-2%	0%	-2%	23%	-5%	17%	11%	3%
COc1ccc(-c2nc(CN3C(=O)CN=C(c4ccccc4)c4ccccc43)c(C)o2)cc1	-5%	2%	-7%	7%	3%	-4%	42%[activator]	-4%	?
O=C(NCC(c1cccnc1)N1CCN(c2ccccc2)CC1)Oc1ccccc1 (stereo not drawn)	?	-33%	-1%	34%[activator]	14%	·	5%	-8%	8%[59 µM]
CN1C2CCC1CC(OC(=O)c1ccc(Cl)cc1)C2 (stereo not drawn)	-7%[11.4 µM]	-24%	?	11%	14%	-3%	11%	5%	21%[59 µM]
c1ccc2c(c1)CSc1ccccc1C2C1=NCCN1 (stereo not drawn)	-5%	-6%	-3%	-3%	-6%	i	37%	-9%	1%[59 µM]
CCN(c1ccc(C(O)(C(=O)OC)C(F)(F)F)cc1)S(=O)(=O)c1ccc(C)cc1 (stereo not drawn)	-3%	-6%	?	-4%	-12%	i	19%	-15%	4%[59 µM]
COc1cc(NS(=O)(=O)c2ccc(NC(=S)NC(=O)CC(C)C)cc2)nc(OC)n1	-28%	-6%	-8%	23%	-7%	-3%	51%[activator]	-6%	?
O=c1[nH]c(=S)n(Cc2ccc(F)cc2)c(O)c1/C=N/N1CCCCCC1	-5%	0%	?	21%	2%	13%	36%	-3%	?
COC(=O)C1=CO[C@@H](C)[C@@H]2CN3CC[C@@]4(C(=O)Nc5ccccc54)[C@@H]3C[C@H]12	-20%	-10%	-3%	1%	19%	i	48%[activator]	-1%	-7%
CC(C(=O)c1c[nH]c2ccccc12)N1CCN(C(=O)c2ccco2)CC1 (stereo not drawn)	-9%	-2%	1%	1%	-6%[58.9 µM]	-7%	-6%	-1%	?
O=C(N[C@H]1CP(=O)(Oc2ccccc2)O[C@H](COCc2ccccc2)[C@H]1O)C(Cl)(Cl)Cl (stereo partly drawn)	-10%	3%	0%	-9%	-9%	-1%	32%	-4%	26%[12.7 µM]
CCN(CC)CCN=Cc1c(O)n(Cc2ccco2)c(=O)[nH]c1=O	-9%	-5%	-3%	-4%	7%	-3%	-12%	-1%	·
Cc1nc2ccccc2c(=O)n1-n1cnnc1	-14%	3%	3%	0%	27%	-2%	30%	1%	56%[activator][12.7 µM]

Three structures already listed, ordered by length of the SMILES, lowest first.
Structure	JMJD2A Tudor inh	BAZ2B block	Pin1 inh	GLS inh	Pol iota inh	PGK inhibitor	HP1b chromo inh	BLM inh	G9a inh
Clc1cccc(/C=N\Nc2nccs2)c1	-13%[11.4 µM]	-38%	10%	12%	?	-1%	-29%	-7%	-19%
COc1cc(NS(=O)(=O)c2ccc(NC(=S)NC(=O)CC(C)C)cc2)nc(OC)n1	-28%	-6%	-8%	23%	-7%	-3%	51%[activator]	-6%	?
Cn1nc(-c2ccc(OCC(=O)N3CCN(Cc4ccccc4)CC3)cc2)c2ccccc2c1=O	?	-12%&1%	?	10%&4%	2%&2%	-3%&-6%	11%&23%	0%&3%	19%[59 µM]

Next results
Structure	JMJD2A Tudor inh	BAZ2B block	Pin1 inh	GLS inh	Pol iota inh	PGK inhibitor	HP1b chromo inh	BLM inh	G9a inh
Cc1cccc(N2CCN(C(=O)CCCCn3c(=O)[nH]c4ccsc4c3=O)CC2)c1C	-33%	?	2%	7%	-14%	2%	-1%	-5%	-29%[59 µM]
O=C(COC(=O)Cc1ccccc1)Nc1cc(S(=O)(=O)N2CCCCC2)ccc1Cl	-4%	9%	20%	8%	8%	4%	17%	·	-45%
CN1CCN(c2ccc(C(N)=O)cc2[N+](=O)[O-])CC1	1%	-27%	-1%	-7%	6%	-4%	17%	-2%	?
O=C(Nc1ccc(F)cc1)N1CC2CC(C1)c1cccc(=O)n1C2 (stereo not drawn)	-2%	-3%[57.1 µM]	-3%	-10%	-2%	10%	23%	-1%	18%
O=C(C(=C1N(Cc2ccc(Cl)nc2)CCN1Cc1ccc(Cl)nc1)[N+](=O)[O-])C(Cl)Cl	0%	-11%	-1%	-10%	?	·	55%[activator]	6%	?
OC(CC#CCN1CCCCCC1)(c1ccccc1)C1CCCC1 (stereo not drawn)	-4%	-2%	-2%	7%	20%	1%	38%	-2%	?
CSc1nc2ccccc2n1C(=O)Oc1ccccc1	29%	15%	6%	-10%	14%	-8%	39%[activator]	0%	11%[59 µM]
COc1ccccc1NC(=O)Cn1c(=O)n(-c2cccc(Cl)c2)c(=O)c2sc3ccccc3c21	-11%	-11%	-8%	16%	16%	0%	39%[activator]	-2%	-8%[59 µM]
CCOC(=O)C1(c2ccccc2)CCN(CCC(=O)Nc2ccc(F)cc2)CC1	-2%	7%	0%	-4%	-6%	i	39%	·	-12%[2.33 µM]
O=C(NN1C(=O)C2C3C=CC(C4CC34)C2C1=O)c1ccc(Br)cc1 (stereo not drawn)	7%	-3%	-3%	-17%	113%[activator]	-5%	17%	1%	·
C=CCn1c(O)c(C(CC)=NCc2ccco2)c(=O)[nH]c1=O	-8%	-17%	-8%	-1%	140%[activator]	-7%	15%	2%	-7%
CCOC(=O)c1c(/N=C/c2c(O)n(-c3ccc(F)cc3)c(=S)[nH]c2=O)sc2c1CCCC2	-13%	2%	?	2%	18%	1%	20%	-8%	?
Cc1ccc2c(c1)C1CN(C)CCC1N2C(=O)c1ccco1 (stereo not drawn)	2%	2%	-2%	-9%	12%	-5%	31%	2%	-30%
CCC/C=N/O	-11%	0%	1%	1%	11%	-12%	32%	·	-4%[0.501 µM]
COc1ccc(O)c2c(=O)c3c(OC)cc4c(c3oc12)C1C=COC1O4 (stereo not drawn)	-26%	-14%	1%	2%	7%	-2%	10%	4%	3%
O=C(c1cccn2c(=O)c3ccc(Cl)cc3nc12)N1CCC2(CC1)OCCO2	6%	7%	-5%	-3%	39%[activator]	-3%	54%[activator]	-1%	5%
CCOC1=C(N2CC2)C(=O)C(OCC)=C(N2CC2)C1=O	-10%	·	-5%	0%	91%[activator]	8%	31%	·	·
Nc1cc(N2CCNCC2)c([N+](=O)[O-])cc1Cl	-9%	3%	?	2%	14%	-7%	-2%	-15%	0%[59 µM]
Oc1ccc(-[n+]2c(-c3ccccc3)cc(-c3ccccc3)cc2-c2ccccc2)cc1	?	-2%	-1%	9%	26%	4%	22%	·	18%[2.33 µM]
COC(=O)C1=C(c2cc3ccccc3s2)C[C@@H]2CC[C@H]1N2C(=O)NCc1ccccc1	?	·	-2%	-7%	-9%	1%	-1%	·	·
CN1C(=O)CN=C(c2ccccc2Cl)c2cc(Br)ccc21	-18%	-23%	2%	-7%	3%	0%	29%	-6%	-9%[0.501 µM]
CCOC(=O)Cn1c(C)[n+](C)c2cc(Cl)c(Cl)cc21	28µM*	-1%	-5%	0%	-2%	i	2%	0%	45µM*
Cc1cc(OCC(=O)N2CCC(C(N)=O)CC2)c2c3c(c(=O)oc2c1)CCCC3	?	9%	-1%	-1%	35%[activator]	6%	28%	-2%	·
CCC(=NCCO)c1c(O)n(C2CCCCC2)c(=O)[nH]c1=O	16%	-3%	7%	-20%	0%	8%	38%	-1%	16%
NNCc1cccc(O)c1	?	?	?	-13%	12%[58.9 µM]	-1%	18%	3%	29%&11%[12.7 µM]
CSc1cccc(CNC(=O)C2CCC(=O)N(Cc3cccc(C(F)(F)F)c3)C2)c1 (stereo not drawn)	-5%	-8%[57.1 µM]	-5%	-11%	45%[activator]	-2%	18%	-3%	8%
CCSc1nnc(C(N)Cc2ccccc2)o1 (stereo not drawn)	?	-2%	-1%	14%	3%	-2%	70%[activator]	0%	2%[12.7 µM]
C=CCn1c(O)c(C(C)=Nc2cc(OC)ccc2OC)c(=O)[nH]c1=O	-23%	-8%	-11%	1%	0%	-4%	9%	-3%	-37%[12.7 µM]
CC12CCCCC1=NC(c1ccc(Br)cc1)N2O (stereo not drawn)	-9%	6%	4%	55%[activator]	-3%	0%	39%[activator]	-1%	-12%[59 µM]
Oc1ccc2c3c1OC1[C@H](O)CC[C@@]4(O)[C@@H](C2)N(CC2CC2)CC[C@]314 (stereo partly drawn)	0%&-18%	·	1%&-3%	70%&54%[activator]	14%&8%	-7%&-12%	55%&18%[activator]	·	·
CCCCn1c(=O)c(C(=O)Nc2cnccn2)c(O)c2ccccc21	0%	-6%	-3%	-1%	4%	0%	55%	0%	-1%[59 µM]
Cc1ccccc1NC(=O)Oc1cccc(OC(=O)c2ccccc2)c1	-11%	-2%	2%	19%	-11%	-6%	62%[activator]	-2%	26%
CCOC(=O)C(O)(c1ccc(NC(=S)NC(=O)c2ccc(Cl)cc2Cl)cc1)C(F)(F)F (stereo not drawn)	-30%	-9%	3%	18%	-2%	11%	-4%	-11%	2%[59 µM]
CC(C)CC(=O)Nc1ccc(S(=O)(=O)N2CC3CC(C2)c2cccc(=O)n2C3)cc1 (stereo not drawn)	-19%	-4%	1%	-1%	24%	-8%	6%	·	4%[0.501 µM]
